# Bioassay records from PubChem BioAssay.
# PLK1 PBD inh: Plk1 polo box domain binding inhibitors, primary screen, biochemical, fluorescence polarization; Plk1 PBD phosphopeptide binding; inhibition, %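 (tested at about 20 µM)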; 0.13% of 97,000 active; Serine/threonine-protein kinase PLK1 (Homo sapiens), P53350; in the data active = inhibition above about 34%, passing the limit was not always enough
# EphB4 ephrin blk: EphB4-ephrin-B2 interaction antagonists, primary screen, biochemical, TNYL-RAW peptide probe, fluorescence polarization; EphB4 LBD / TNYL-RAW-Alexa532 peptide; inhibition, % at 7 µM; 0.15% of 97,000 active;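 active = inhibition above the screen-wide mean inhibition plus 3 SD, cut at about 15% in these data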;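 also: 0% = DMSO wells and 100% = excess unlabeled TNYL-RAW peptide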
# Target sequence (P54760 whole entry, looked up, the tested form may be a part): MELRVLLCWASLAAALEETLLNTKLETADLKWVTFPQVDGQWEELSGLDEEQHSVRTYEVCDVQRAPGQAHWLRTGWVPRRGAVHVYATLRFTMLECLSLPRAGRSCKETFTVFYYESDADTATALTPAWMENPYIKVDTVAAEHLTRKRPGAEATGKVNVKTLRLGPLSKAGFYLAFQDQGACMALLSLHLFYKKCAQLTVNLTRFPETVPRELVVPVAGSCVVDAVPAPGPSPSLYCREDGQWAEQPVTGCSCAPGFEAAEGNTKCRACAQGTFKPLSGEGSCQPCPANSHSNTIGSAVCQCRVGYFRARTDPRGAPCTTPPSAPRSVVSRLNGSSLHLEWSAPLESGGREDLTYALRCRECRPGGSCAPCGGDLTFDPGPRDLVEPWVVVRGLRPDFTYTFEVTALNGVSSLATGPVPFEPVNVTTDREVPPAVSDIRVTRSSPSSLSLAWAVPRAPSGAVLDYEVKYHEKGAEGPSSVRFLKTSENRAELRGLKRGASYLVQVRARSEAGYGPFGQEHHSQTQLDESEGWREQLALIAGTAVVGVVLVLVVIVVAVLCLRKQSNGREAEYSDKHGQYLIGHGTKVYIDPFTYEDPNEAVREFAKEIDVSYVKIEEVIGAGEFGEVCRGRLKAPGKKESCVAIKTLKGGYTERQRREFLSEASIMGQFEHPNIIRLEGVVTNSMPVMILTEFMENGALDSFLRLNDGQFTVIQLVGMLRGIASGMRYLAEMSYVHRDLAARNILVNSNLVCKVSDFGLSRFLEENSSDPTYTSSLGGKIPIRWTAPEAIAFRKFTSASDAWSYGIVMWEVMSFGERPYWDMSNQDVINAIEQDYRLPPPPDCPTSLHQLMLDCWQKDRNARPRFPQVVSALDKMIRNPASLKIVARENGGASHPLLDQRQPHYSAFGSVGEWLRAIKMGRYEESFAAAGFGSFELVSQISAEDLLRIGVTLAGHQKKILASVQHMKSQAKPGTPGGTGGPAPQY
# PLK1 inh: human PLK1 kinase inhibitors, primary screen, biochemical, TR-FRET | recombinant PLK1 kinase, TR-FRET peptide phosphorylation | inhibition, % at 10 µM | 0.53% of 97,000 active | AID 619, 2007;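 active = inhibition of 50% or more in the single-concentration screen; inactive = inhibition below 50%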;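 also: 0% = DMSO max control and 100% = H-89 dihydrochloride min control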
# CYP2C9 inhib: blockers of cytochrome P450 2C9 activity – biochemical, luminescence, ADME assay, primary screen; CYP2C9 Supersomes, luciferin-H conversion; 20% of 96,000 active; P11712; inhibition, % at 5 µM;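 active = blocking of liver enzyme CYP2C9 beyond about 50% at 5 µM, limit read from the data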; also: values of inactives mirror those of a sister screen read the other way
# PLAP activator: PLAP enzyme activators, biochemical, luminescence, HTS | 1.2% of 96,000 active | Alkaline phosphatase, placental type (Homo sapiens), P05187 | activation fold at 20 µM | AID 696, 2007 | purified PLAP enzyme, luminescent substrate read-out; active compounds read high; in the data active = activation fold above about 2
# Rev-RRE block: HIV-1 Rev-RRE binding inhibitors, primary screen, biochemical, FRET, protein-RNA interaction; 0.79% of 97,000 active; Rev peptide-RRE RNA binding; P05866; inhibition, % at 8 µM; AID 704, 2007;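 active = inhibition above the screen-wide mean plus 3 SD, cut at about 35% in these data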;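 also: 0% = median DMSO wells and 100% = median Neomycin B control wells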
# Target sequence (P05866 whole entry, looked up): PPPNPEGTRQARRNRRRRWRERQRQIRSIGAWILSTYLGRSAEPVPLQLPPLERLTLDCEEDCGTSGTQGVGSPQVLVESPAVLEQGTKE
#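 Assay system: Labelled RRE RNA duplex and labelled Rev peptide | Times: 5 min preincubation and 15 min binding, 25 °C | Detection: FRET, ex 480 nm, em 540 and 671 nm | Evaluation: % inhibition of FRET ratio versus controls | Benchmarks: DMSO wells as 0% and neomycin B wells as 100% inhibition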
# CYP2C9 activ: human CYP2C9 activators, primary screen, biochemical, luminescence | activation factor at 5 µM | 1.4% of 96,000 active | Cytochrome P450 2C9 (Homo sapiens), P11712 | recombinant CYP2C9, luciferin-H conversion; active compounds read high; factor 1 = untreated enzyme, 0 = blocked;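 active = activation factor of 2 or more for CYP2C9 at a 5 µM dose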;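 also: 0 = sulfaphenazole-blocked wells and 1 = vehicle-only wells; values of inactives mirror those of a sister screen read the other way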
# CYP2C19 inhib: blockers of cytochrome P450 2C19 activity – biochemical, luminescence, ADME assay, primary screen | inhibition, % at 5 µM | AID 778, 2007 | CYP2C19 Supersomes, luciferin-H EGE luminescence, 30 min | 21% of 96,000 active;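 active = CYP2C19 inhibition above a set limit at 5 µM in the primary screen, cut at about 50% in these data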;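 also: plate controls were negative control wells for no effect and 2.5 mM tranylcypromine positive control for full effect; values of inactives mirror those of a sister screen read the other way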
# CYP2C19 activ: human CYP2C19 activators, primary screen, biochemical, luminescence; recombinant CYP2C19, luciferin-H EGE luminescence; active compounds read high; 0 = fully inhibited enzyme, 1 = untreated enzyme; Cytochrome P450 2C19 (Homo sapiens), P33261; AID 1025, 2008; 96,000 tested, under 10 active; activation factor at 5 µM;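 active = activation factor of at least 2 at 5 µM in the primary screen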;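 also: 0 = wells with 2.5 mM tranylcypromine and 1 = vehicle-only wells; values of inactives mirror those of a sister screen read the other way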
# An asterisk follows results filed as active; · = not tested or not shown. Compounds were not picked by outcome; about 29% have a hit in one of these screens.
PLAP activator	mol	CYP2C9 activ	CYP2C19 inhib	PLK1 PBD inh	EphB4 ephrin blk	PLK1 inh	Rev-RRE block	CYP2C9 inhib	CYP2C19 activ
1.1	O=C(O)CC1CCS(=O)(=O)C1 (stereo unspecified)	1	-2	16	-6	-4	3	1	1
1.1	CCC(CCC(=O)Nc1ccn(-c2ccccc2)n1)C(=O)O (stereo unspecified)	1.2	-22	·	·	·	·	-21	1.2
1.2	CCCCCCCCCCn1c2c(c(=N)c3c1CCC3)CCC2	0.9	19	-6	-4	-13	13	13	0.8
1.7	CCCN(CCC)CCCOC(=O)c1ccc(Cl)cc1Cl	0.9	11	11	-3	4	3	9	0.9
1	Cc1sc(NC(=S)NC(=O)c2cccs2)nc1-c1ccc(C(C)C)cc1	1.1	2	-36	-4	-7	11	-9	1
1.1	O=c1cc(-c2ccccc2)nc(SCc2ccc(Cl)cc2)[nH]1	0.8	54*	20	2	-7	8	25	0.5
1	O=C(Nc1ccc2c(c1)oc1ccc(S(=O)(=O)N3CCCC3)cc12)C1CC1	0.5	23	-27	3	-8	0	53*	0.8
0.9	CCN(CC)C(=O)C1=C(C)Nc2nnnn2C1c1cccnc1 (stereo unspecified)	1	-11	-1	6	-7	10	3	1.1
1.2	CC1=C(C(=O)OC2CCCC2)C(c2ccc(C)o2)C2=C(CC(c3cccs3)CC2=O)N1 (stereo unspecified)	0.3	14	6	0	-6	4	72*	0.9
1	O=C(CCN1C(=O)c2cccc3cccc(c23)C1=O)N1CCN(Cc2ccc3c(c2)OCO3)CC1	1.3	24	-6	-6	-9	8	-35	0.8
0.9	O=C(Cc1nn[nH]n1)NCc1ccccc1Cl	1	2	·	·	·	·	5	1
·	CC(C)n1c(CN2CCN(C)CC2)nc2c1c(=O)n(C)c(=O)n2C	·	·	-10	-3	-4	0	·	·
1.7	COC(=O)c1c(-c2ccc(C)cc2)csc1NC(=O)Cc1ccc(OC)c(OC)c1	0.3	35	-22	-1	0	5	72*	0.7
·	Cn1nc(C(=O)NCc2ccccn2)c2ccccc2c1=O	·	·	15	-1	3	10	·	·
1.8	COc1cc2c(C#N)c(N3CCN(c4ccccc4OC)CC3)nc(N)c2c(N)n1	0.3	100*	·	·	·	·	68*	0
0.9	COc1cccc(NC(=O)c2cc(C(=O)Nc3cccc(OC)c3)n(C)n2)c1	0.8	12	-12	-4	-13	9	20	0.9
1.1	CCn1c(SCc2nc3ccccc3c(=O)[nH]2)nnc1-c1ccncc1	0.6	94*	-23	3	6	4	37	0.1
1	CCn1nc(NC(=O)c2ccncc2)c2cc3cccc(C)c3nc21	0.6	41	10	6	-7	8	37	0.6
0.9	COc1cc2c(cc1NC(=S)Nc1cccc(C)c1)oc1ccccc12	1	-13	10	-4	-5	7	3	1.1
1	CCOC(=O)C(NCc1ccco1)(NC(=O)c1ccccc1)C(F)(F)F (stereo unspecified)	0.6	76*	19	-6	-1	-3	44	0.2
0.8	O=C(c1ccc(F)cc1)n1ccc(-c2cnc(-c3ccccc3)s2)n1	1.2	0	-12	6	-8	8	-15	1
1.1	O=C1NCCN1C(=O)c1ccccc1F	1	-10	-20	2	-3	3	0	1.1
1.1	CN(C)C(=O)CCN1CCOCC1	1	-6	7	-2	-13	3	-3	1.1
1.4	CCn1c(C(O)c2ccccc2)nc2ccccc21 (stereo unspecified)	0.8	91*	-4	-3	2	2	16	0.1
0.9	COC(=O)CSc1nc(-c2ccccc2)nc2ccc(F)cc12	1	1	15	1	-7	3	-5	1
·	Cc1n[nH]c(C)c1-c1nc2ccccc2[nH]1	·	·	-4	2	2	6	·	·
1.2	CCOc1ccc(OCc2ccc(C(=O)O)o2)cc1	0.7	70*	-4	-3	-5	3	30	0.3
0.8	Cn1cc(/C=C2/SC(=O)N(CC(=O)Nc3ccc4c(c3)OCO4)C2=O)c2ccccc21	0.9	17	-4	-4	-16	10	14	0.8
·	COc1ccc(CCNC(=O)c2cnc3n(c2=O)CCS3)cc1OC	·	·	18	1	-14	9	·	·
1.3	COc1ccc(C(=O)N2CCN=C2SCc2cccnc2)cc1OC	0.9	83*	-11	-10	-5	4	7	0.2

# Copied from the list.
# `O=C(O)CC1CCS(=O)(=O)C1` (stereo unspecified) – CYP2C19 activ = 1
# `CCCN(CCC)CCCOC(=O)c1ccc(Cl)cc1Cl` – CYP2C9 activ = 0.9

# The listing continues.
PLAP activator	mol	CYP2C9 activ	CYP2C19 inhib	PLK1 PBD inh	EphB4 ephrin blk	PLK1 inh	Rev-RRE block	CYP2C9 inhib	CYP2C19 activ
1.9	Cc1occc1C(=O)NNC(=S)Nc1ccccc1	0.8	45	2	-5	-8	1	18	0.6
·	COc1ccc(C2C(C(=O)N3CCOCC3)CCC(=O)N2c2cc(OC)c(OC)c(OC)c2)cc1 (stereo unspecified)	·	·	10	-3	-9	0	·	·
1.4	COc1ccc(C2C3=C(CC(C)(C)CC3=O)Nc3c2c(=O)[nH]c2nc(C)nn32)cc1 (stereo unspecified)	0.9	4	24	5	-6	6	12	1
0.9	CCOc1ccc2nc(C(C)O)[nH]c2c1 (stereo unspecified)	1	-5	2	14	-13	7	-4	1.1
0.9	CC(=O)Nc1ccc(S(=O)(=O)Nc2nc3ccccc3nc2N2CCCC2)cc1	0.6	-2	-5	6	-1	6	42	1
1.6	O=C(COC(=O)CCc1nc2ccccc2s1)Nc1ccc(S(=O)(=O)N2CCOCC2)cc1	0.3	38	·	·	·	·	75*	0.6
·	CCOc1ccc(C(C(=O)NC2CCCCC2)N(C(=O)c2ccco2)c2ccc(-n3cnnn3)c(C)c2)cc1 (stereo unspecified)	·	·	-14	-3	-10	-6	·	·
0.8	CC(C)CCN=Cc1c(O)n(-c2ccccc2)c(=O)c2ccccc12	0.8	19	-1	-1	3	-3	16	0.8
0.9	Cn1c(NC(=O)c2ccco2)cc(=O)n(C)c1=O	1	2	-19	-10	-6	8	4	1
1.3	Cc1noc(C)c1C(=O)N1CCC(Cc2ccccc2)CC1	0.3	99*	·	·	·	·	73*	0
1.6	Cc1cc(C)nc(SCc2nnc(SCC(=O)Nc3ccc(C)c(C)c3)n2Cc2ccco2)n1	0.6	33	-1	6	-26	1	43	0.7
1.1	CCOc1ccc(C2C(C#N)=C(N)SC(N)=C2C#N)c(OCC)c1	0.6	20	-5	-6	-2	21	37	0.8
1	CN(NC(=O)c1ccc(Cl)cc1)c1cccc(Cl)n1	1.2	56*	-17	-8	-4	5	-22	0.4
1	COc1cccc(-c2nn3c(-c4ccco4)nnc3s2)c1	0.7	34	·	·	·	·	28	0.7
0.9	Cc1cc(S(=O)(=O)Nc2c(C)ccc3nsnc23)ccc1F	0.5	84*	-12	4	7	7	51*	0.2
1.2	Cc1cccc(OCCn2c(-c3ccco3)nc3ccccc32)c1	0.5	48	-16	0	0	6	46	0.5
·	Cn1c(CSCc2ccccc2)nnc1SCC(=O)Nc1nccs1	·	·	-2	-6	56*	-1	·	·
0.7	N#Cc1cc(C#N)c(N2CCN(c3ccccn3)CC2)nc1N	0.6	65*	-55	0	-5	2	44	0.3
1.1	Cc1ccc(-c2nc3ccccc3[nH]2)cc1NC(=S)NC(=O)c1ccccc1Br	0.4	38	11	0	-13	3	63*	0.6
1.1	CS(=O)(=O)Nc1ccc(C(=O)N2CCCCC2)cc1	1.1	-17	-14	-5	-11	2	-6	1.2
0.8	Cc1ccc(NC(=O)c2ccc(S(=O)(=O)N3CCC(C)CC3)cc2)cc1	0.7	23	21	-1	-17	18	26	0.8
0.9	CC1CCCCN1Cc1c(C#N)c2ccccc2n1C (stereo unspecified)	1	52*	0	5	1	5	-2	0.5
1.1	CC(c1ccco1)N(C(=O)c1ccc(Cl)s1)c1ccccn1 (stereo unspecified)	0.4	89*	-17	-11	-2	2	59*	0.1
1	COc1ccc(C(=O)n2cnc(N)n2)cc1	1	14	-5	0	40	11	-2	0.9
1.1	Cc1ncc(S(=O)(=O)c2ccccc2)c(-c2ccccc2)n1	0.7	46	-24	3	-4	1	27	0.5
0.9	COCCNC(=O)CN(Cc1ccc(Cl)cc1)S(C)(=O)=O	1.1	16	7	6	-9	7	-12	0.8
1.3	CCSc1nnc(N2C(=O)CC(c3ccsc3)C3=C2CC(C)(C)CC3=O)s1 (stereo unspecified)	0.9	40	-7	-7	5	2	14	0.6
1.6	COc1ccccc1CN(Cc1nc2ccccc2c(=O)[nH]1)C(=O)Nc1cccc(C)c1	0.4	67*	2	5	6	14	57*	0.3
1	O=C(O)c1cc(S(=O)(=O)N2CCCC2)ccc1Br	1.1	-2	-14	-10	-1	0	-12	1
1	Cc1sc2ncnc(NCc3ccccc3)c2c1C	0.5	75*	1	-3	-4	4	47	0.2

# PLK1 inh: entries above that show a hit
PLAP activator	mol	CYP2C9 activ	CYP2C19 inhib	PLK1 PBD inh	EphB4 ephrin blk	PLK1 inh	Rev-RRE block	CYP2C9 inhib	CYP2C19 activ
·	Cn1c(CSCc2ccccc2)nnc1SCC(=O)Nc1nccs1	·	·	-2	-6	56*	-1	·	·

# Other entries follow:
PLAP activator	mol	CYP2C9 activ	CYP2C19 inhib	PLK1 PBD inh	EphB4 ephrin blk	PLK1 inh	Rev-RRE block	CYP2C9 inhib	CYP2C19 activ
0.7	COc1ccc(-n2nnnc2SCc2nc3ccccc3s2)cc1	0.2	95*	-15	3	-7	12	79*	0
1	COC(=O)c1[nH]c2cccc(OC)c2c1NC(=O)CCN1CCC(C(N)=O)CC1	1.1	-7	16	0	-3	5	-6	1.1
0.9	COc1cccc(C(=O)OCCN2C(=O)c3ccccc3C2=O)c1OC	0.7	90*	-1	-11	-3	-4	35	0.1
1.2	COc1ccc(-c2nc(CS(=O)CC(=O)NCCCN3CC(C)CC(C)C3)c(C)o2)cc1OC (stereo unspecified)	0.9	-4	3	5	-5	1	12	1
0.9	Cc1occc1-c1nnc(SCC(N)=O)n1Cc1ccccc1	1	11	26	8	-14	7	2	0.9
1.1	COc1ccc(NC(=O)c2ncn[nH]2)cc1	1	-3	-6	2	-5	7	-1	1
1.4	COC(=O)c1[nH]c2ccc(Cl)cc2c1NC(=O)CCN1CCN(C2CCCCC2)CC1	0.9	55*	25	-13	-12	4	9	0.4
0.8	CC1CCCCC1NC(=O)c1cn(C)c2ccc(S(=O)(=O)N3CCCC3)cc2c1=O (stereo unspecified)	0.6	-2	·	·	·	·	39	1
1.1	CCOc1ccc(-c2nnc(SCC(=O)N(CC)CC)n2N)cc1	2.1*	4	4	-6	4	3	-110	1
·	O=[N+]([O-])c1ccc(/C=N/Nc2nc(N3CCCCCC3)nc(N3CCCCCC3)n2)o1	·	·	-6	2	-11	46*	·	·
1.5	O=C(CCS(=O)(=O)c1ccc(Br)cc1)N1CCN(c2ccccc2Cl)CC1	1	71*	-14	3	-11	12	-2	0.3
0.9	COc1ccc(OC)c(NC(=O)c2cc3ccccc3o2)c1	1.5	4	-20	2	-11	8	-52	1
1.3	CN(Cc1ccccc1)C(=O)c1cccc(N2C(=O)NC3CC2(C)Oc2ccccc23)c1 (stereo unspecified)	0.8	21	16	-3	-2	1	18	0.8
0.9	Cc1noc(C)c1C(=O)N1CCCC1	1	6	6	0	-2	3	-5	0.9
